TDP1 cell noCPT – qHTS for Inhibitors of human tyrosyl-DNA phosphodiesterase 1 (TDP1): qHTS in cells in absence of CPT; DT40 Tdp1-/- hTDP1 cells, no CPT, ATP luminescence, 48 h; actives 15% (n = 420,000); Potency, µM (series often up to 46.2 µM), for the others: at the highest dose activity change, negative = growth inhibition, actives largely listed as inhibitors; note: nearly all actives have a fitted effect of over 55% in size
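Readout: luminescence from CellTiter-Glo after 30 min in the dark at RT. Cells: DT40 Tdp1-/- with stable hTDP1, 400/well. Exposure: compounds alone, ≥48 hr, 37 °C.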
TDP1 inh – TDP1 (human) enzyme inhibition; AID 485290; recombinant TDP1, AlphaScreen DNA substrate cleavage; Potency, µM (highest dose often 130 µM), for the others: at the highest dose activity change, negative = inhibition, actives largely listed as inhibitors; actives 0.28% (n = 350,000); note: nearly all actives have a fitted effect of over 40% in size
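Recombinant human Tdp1 (E. coli-expressed, 1 nM final) preincubated with compounds 15 min at room temperature, then 5'-biotin/3'-phosphotyrosine-FITC DNA substrate (15 nM final) added for 5 min. AlphaScreen beads (10 ug/ml final) added 10 min; cleavage lowers signal.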
KAT2A inh – GCN5L2 (KAT2A) acetyltransferase inhibition; actives 0.21% (n = 390,000); AID 504327; Potency, µM (doses to about 58.9 µM), inactives show top-dose activity change, negative = inhibition, hits mostly inhibitors; GCN5L2 HAT assay, ThioGlo1 CoA-SH fluorescence
Target sequence (Q92830 whole entry, looked up): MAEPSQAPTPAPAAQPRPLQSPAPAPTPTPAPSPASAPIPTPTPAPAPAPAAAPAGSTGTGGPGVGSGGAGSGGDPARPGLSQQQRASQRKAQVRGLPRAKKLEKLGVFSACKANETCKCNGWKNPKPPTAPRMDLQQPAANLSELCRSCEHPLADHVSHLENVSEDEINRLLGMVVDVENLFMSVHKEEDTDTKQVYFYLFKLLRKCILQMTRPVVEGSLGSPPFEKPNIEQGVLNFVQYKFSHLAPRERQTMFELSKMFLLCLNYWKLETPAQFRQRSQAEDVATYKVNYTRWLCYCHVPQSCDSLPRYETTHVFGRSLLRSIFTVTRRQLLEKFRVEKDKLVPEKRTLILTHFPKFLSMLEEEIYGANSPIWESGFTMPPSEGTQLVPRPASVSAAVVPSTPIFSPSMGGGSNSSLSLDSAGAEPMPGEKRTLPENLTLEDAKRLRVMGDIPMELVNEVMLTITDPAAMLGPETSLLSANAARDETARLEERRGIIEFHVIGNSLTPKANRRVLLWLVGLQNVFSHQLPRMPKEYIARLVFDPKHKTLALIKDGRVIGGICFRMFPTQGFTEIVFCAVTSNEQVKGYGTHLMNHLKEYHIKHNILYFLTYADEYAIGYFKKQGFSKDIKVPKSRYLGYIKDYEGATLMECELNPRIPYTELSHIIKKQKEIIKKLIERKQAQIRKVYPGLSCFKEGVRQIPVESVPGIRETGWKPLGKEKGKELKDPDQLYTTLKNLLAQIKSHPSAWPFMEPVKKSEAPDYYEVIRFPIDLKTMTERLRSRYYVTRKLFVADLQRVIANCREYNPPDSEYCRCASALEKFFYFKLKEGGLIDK
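GCN5L2 (20nM final) in 50mM HEPES, 0.1mM EDTA pH 7.5, 0.01% Tween-20 was preincubated 15 min at room temperature with compound, then given ThioGlo1 (50uM), H3(1-25) peptide (75uM) and acetyl-CoA (70uM); CoA-thiol fluorescence (Ex340/Em540) was read at 0 and 20 min.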
* = called active by the depositor; ? = inconclusive; nt = not tested or not shown; & = joins results of further samples; [ ] = another dose, or the depositor's remark. Calls come from the whole dose curve; as a rule, active = well fitted curve in the direction sought with a large enough effect; inconclusive = small, poorly fitted or top-dose-only effect, or another doubt; inactive = no such curve, though single readings can be large; an effect the other way counts as inactive or inconclusive. % is set by controls: 0 for no effect and ±100 for the full control effect; potency is the fitted concentration of half-maximal effect. Some of the compounds tested; the hit share may differ from the screen's.

SMILES	TDP1 cell noCPT	TDP1 inh	KAT2A inh
O=C(COC(=O)c1cc(NS(=O)(=O)c2cccs2)ccc1O)Nc1cc(Cl)ccc1Cl	-10%	-8%	-4%
O=C(COc1ccc(Cl)cc1Cl)N1CCN(c2ccccn2)CC1	?	-5%	-5%
N/C(=N\OC(=O)c1cccc(Cn2cc(C(F)(F)F)ccc2=O)c1)c1ccccc1	-21%	3%	-1%
O=C1CC(c2ccccc2)=Nc2ccc(Br)cc2N1	?	5%	-6%
O=C(OCCO)c1ccccc1O	5%	1%	15%
CC1(c2ccccc2Cl)NC(=O)N(CC(=O)c2ccc3c(c2)OCO3)C1=O (centres undefined)	-20%	-9%	-16%
COCCNC(=S)Nc1ccc2nc(N3CCOCC3)cc(C)c2c1	9%	nt	-12%
CCOC(=O)NC(=O)CSc1nnnn1-c1ccc(Cl)cc1	-8%	5%	-3%
Cc1c(C)n(C(=O)CSc2nc3ccccc3[nH]2)c2ccccc12	-18%	nt	-3%[0.501 µM]
CCOc1ccc(CCNC(=O)C2CCCN(S(=O)(=O)N3CCOCC3)C2)cc1OCC (centres undefined)	-3%	nt	-5%
Cc1cc(C)cc(NC(=O)C(OC(=O)c2ccc(O)cc2)c2ccccc2)c1 (centres undefined)	1%	0%	-8%
O=C(/C=C/c1ccc(Cl)cc1)NC(=S)Nc1ccc(N2CCOCC2)c(Cl)c1	12µM*	-3%	0%
N#Cc1ccc(Oc2ccc(C(F)(F)F)cc2NC(=O)c2ccc(F)cc2)cc1	?	0%	-10%
O=C(NCCC1CCCCN1S(=O)(=O)c1ccc(F)cc1)C(=O)NCCN1CCOCC1 (centres undefined)	4%	0%	1%
COC(=O)c1ccc(COc2ccc3ccc(=O)oc3c2)o1	22%	nt	0%
CCOc1cccc2sc(Cl)nc12	-10%	-5%	-7%
Cc1cccc(-c2noc(CSc3ccccc3)n2)c1	-6%	nt	?
CC(C)CN1Cc2ccccc2Oc2cc(Br)ccc2S1(=O)=O	?	-3%[56.1 µM]	-11%
CC1CCN(c2ccc(S(=O)(=O)NC3=NCCCCC3)cc2[N+](=O)[O-])CC1	?	3%	-13%
CCn1cc(CNC(=O)CSc2nc(-c3ccc(OC)c(OC)c3)cc(C(F)(F)F)n2)c(C)n1	?	5%	-15%
Cc1occc1C(=O)NNC(=O)c1ccc(Br)o1	-20%	-5%	-2%
CCn1c(C(=O)O)c(CC(=O)NC2CCCCCC2)c2ccccc21	7%	5%	-5%
Nc1nc(NCCO)nc(NCC2CCCO2)c1[N+](=O)[O-] (centres undefined)	-1%	0%	-12%
COc1cc([N+](=O)[O-])ccc1NC(=O)C1C2C=CC(C2)C1C(=O)O (centres undefined)	1%	nt	?
O=c1oc2ccc(Cl)cc2cc1-c1cn2c(n1)sc1ccccc12	0%	0%	2%
Cc1cc(C(=O)CSc2nnc(-c3ccc(Cl)cc3)n2CC2CCCO2)c(C)n1C (centres undefined)	23µM*	1%	46%[activator]
COc1cccc(/C=C2\SC(=S)N(N3CCOCC3)C2=O)c1OC	-9%	11%	-14%
O=C(Cn1nnc(-c2ccccc2NC(=O)c2ccccc2)n1)Nc1ccc2c(c1)OCCO2	-25%	4%	-2%
Clc1cccc(N2CCN(Cc3nnc(-c4ccccc4)o3)CC2)c1	-19%	5%	?
O=C(CS(=O)(=O)Nc1ccc(F)cc1Cl)Nc1ccc(F)cc1Cl	?	nt	2%
Cc1ccc(NC(=O)N2CCCN(Cc3ccc(F)cc3)C2)cc1C	?	2%	-9%
CC(=O)c1ccc(N2C(=O)CC(N3CCN(S(=O)(=O)c4ccc(C)c(C)c4)CC3)C2=O)cc1 (centres undefined)	3%	0%	-8%
Cc1ccc(NC(=O)CNC(=O)c2cccs2)cc1S(=O)(=O)Nc1ccc(Cl)cc1	-2%	3%	-15%
Cc1cccc(C)c1NS(=O)(=O)c1ccc(OCCNS(C)(=O)=O)cc1	-19%	0%	-6%
Cc1ccc(C)c(N2CCN(C(=O)C3CCC(CNS(=O)(=O)c4ccc(Br)s4)CC3)CC2)c1 (centres undefined)	5.8µM*	-2%[12.3 µM]	-10%
Cc1sc2ncnc(SCC(=O)N3CCCCC3)c2c1C	?	0%[0.0935 µM]	2%
COc1ccccc1Nc1nc(N)nc(CSC(=S)N2CCCCC2)n1	13µM*	nt	2%
COCCOCCn1c(CCCO)nc2ccccc21	-10%	1%	-2%
CCOC(=O)N1CCN(c2c(NCc3ccc(N(C)C)cc3)c(=O)c2=O)CC1	-20%	3%	-15%
CCOC(=O)C(NC(=O)C1CCCN1C(=O)OCc1ccccc1)C(=O)OCC (centres undefined)	-2%	2%[56.1 µM]	-3%
CC(=O)c1ccc(-n2nnnc2SCC(=O)Nc2sc(C)c(C)c2C#N)cc1	?	3%	-1%
CCCCC[C@H](O)/C=C/[C@H]1CCC(=O)[C@@H]1CCCCCCC(=O)N1CCCCC1CO (some centres undefined)	15µM*	nt	?
C/C(=N/NC(=O)CCc1ccccc1)c1ccco1	18%	-3%	-7%
CCN1CCN(C(=O)c2c(C)nn(-c3ccc(F)cc3)c2-n2cccc2)CC1	nt	0%	2%
CCOc1cc(C(=S)N2CCCCC2)ccc1OS(=O)(=O)c1ccc(Br)cc1	18µM*	6%	-13%
COc1cccc(-c2nc(CS(=O)(=O)CC(=O)N3CCc4ccccc4C3)c(C)o2)c1	-8%	5%	-6%
CCc1ccc2[nH]c3nc(SCc4nnc(-c5ccc(C)cc5)o4)nnc3c2c1	?	0%	-5%
Cc1nc2c(-c3ccc(F)cc3)c(C)nn2c(C)c1CCC(=O)NCc1ccc(Cl)cc1	-30%	1%	-1%

7 entries already listed, ordered by formula weight, smallest number first.
SMILES	TDP1 cell noCPT	TDP1 inh	KAT2A inh
C/C(=N/NC(=O)CCc1ccccc1)c1ccco1	18%	-3%	-7%
COc1ccccc1Nc1nc(N)nc(CSC(=S)N2CCCCC2)n1	13µM*	nt	2%
CCc1ccc2[nH]c3nc(SCc4nnc(-c5ccc(C)cc5)o4)nnc3c2c1	?	0%	-5%
CCOC(=O)C(NC(=O)C1CCCN1C(=O)OCc1ccccc1)C(=O)OCC (centres undefined)	-2%	2%[56.1 µM]	-3%
CC(=O)c1ccc(-n2nnnc2SCC(=O)Nc2sc(C)c(C)c2C#N)cc1	?	3%	-1%
COc1cccc(-c2nc(CS(=O)(=O)CC(=O)N3CCc4ccccc4C3)c(C)o2)c1	-8%	5%	-6%
Cc1nc2c(-c3ccc(F)cc3)c(C)nn2c(C)c1CCC(=O)NCc1ccc(Cl)cc1	-30%	1%	-1%

Continued:
SMILES	TDP1 cell noCPT	TDP1 inh	KAT2A inh
CC(C)Nc1nc(NC(C)C)nc(N(C)N)n1	?	6%	5%
NS(=O)(=O)c1ccc2c(c1)C1C=CCC1C(C1CC=CCC1)N2 (centres undefined)	?	2%	-14%
COC(=O)c1cc(-c2ccc(OC)c(OC)c2)on1	1%	-3%	-6%
CC(=O)Nc1ccc(NC(=O)Nc2ccc(C)c(C)c2)cc1	?	3%	-4%
CCN1C(=O)CC(c2ccccc2)N(C2CCCC2)c2nc(Nc3ccc(C(=O)NC4CCN(C)CC4)cc3OC)ncc21 (centres undefined)	?	6%	-3%
CC(=O)Nc1ccc(CN2CCC(n3nccc3NC(=O)CCc3ccccc3)CC2)cc1	12%	1%	-35%
CC(C)CC(=O)NC(=S)Nc1sc2c(c1C(N)=O)CCC2	-14%	-5%	2%
COc1ccc(OCC(=O)OC2CCN(C)CC2)cc1	6%	-3%	-2%
CCO[C@@H]1OC(C(=O)NC2CC2)=C[C@H](C2CC2)[C@H]1CCCO	-5%	1%	-1%
CN1CCN(c2nc(-c3ccccc3O)nc3ccccc23)CC1	?	nt	-7%
CC1(C)C(=O)Nc2ccccc2N1C(=O)COC(=O)c1cc(S(C)(=O)=O)ccc1Cl	0%	-6%	-5%
Cc1ccccc1OCC(=O)Nc1ccc2c(c1)COC2=O	-10%	4%	-12%
Cc1nc(N2CCN(C(=O)c3ccco3)CC2)c2oc3ccccc3c2n1	21µM*	8%	-3%
COc1ccc(-n2nnnc2SCC(=O)Nc2ccccc2N2CCOCC2)cc1OC	16%	0%	3%
CCCN(CCC)CCCNC(=O)Cn1ncc2c3ccccc3n(Cc3ccc(F)cc3)c2c1=O	21µM*	0%	-5%
Cc1nc(N2CCN(S(=O)(=O)c3ccccc3C#N)CC2)c2c(-c3ccccc3)csc2n1	13µM*	0%	-5%
CCCCCCCC(=O)OCC(COC(=O)CCCCCCC)OC(=O)CCCCCCC	9%&-17%	-1%&10%	-4%&-23%
O=C(CCSc1ccc(Cl)cc1)N1CCN(c2ccc(O)cc2)CC1	-95%	nt	-4%
Cc1ccc(/C=N/NC(=O)c2nnn(-c3nonc3N)c2-c2cccs2)cc1	?	6%	-4%
CCCCOC(=O)c1ccc(NC(=S)N2CCN(c3ncc4c(=O)c(C(=O)O)cn(CC)c4n3)CC2)cc1	?	4%	-15%
C/C(=N\Nc1nc2ccccc2[nH]1)c1ccc(Cl)s1	23µM*	11%	26%
CCCn1cc(C(=O)N(C)C2CCCN(Cc3ccccc3F)C2)c(C)n1 (centres undefined)	-1%	2%	-19%
Cc1[nH]c(=S)c(C#N)c(C)c1CCC#N	-11%	nt	-2%
CC(C)(C)c1cc(C(=S)N2CCN(CCO)CC2)cc(C(C)(C)C)c1O	?	7%	-13%
Cc1ccccc1Cn1nnc2c(=O)[nH]c(C3CCCN(C(=O)c4ccc(F)cc4)C3)nc21 (centres undefined)	5%	5%	-5%
COc1ccc(Cc2nnc(SCc3nc4ccccc4c(=O)[nH]3)o2)cc1	-14%	0%	0%
NS(=O)(=O)c1cc(C(=O)OCC(=O)Nc2ccc3[nH]c(=O)[nH]c3c2)ccc1Cl	1%	-1%	0%
COC(=O)C(NC(=O)CCc1nnc2ccc(N3CCCCC3)nn12)C(C)C (centres undefined)	12%	nt	1%
COc1ccc(CN2CCCC(C(=O)c3ccc(Cl)cc3)C2)cc1Cn1cncn1 (centres undefined)	18µM*	5%	-4%
Cc1cc(OC(C)C(=O)NCc2ccncc2)c2c(C)c(C)c(=O)oc2c1 (centres undefined)	-28%	-15%	-5%
O=C(NCc1ccncc1)C1CCCN(S(=O)(=O)c2ccc(Br)cc2)C1 (centres undefined)	?	1%[56.1 µM]	3%
CC(C)c1ccc(NC(=O)c2cc(S(=O)(=O)NCc3ccccc3Cl)ccc2F)cc1	9.2µM*	8%	-1%
COc1ccc(OC)c2sc(N(Cc3cccnc3)C(=O)c3ccco3)nc12	21µM*	3%	-7%
Cc1ccccc1NC(=O)Cc1nc(COC(=O)Cc2ccccc2F)cs1	16%	0%	-4%
CCOC(=O)c1ccc(N2C(=O)c3n[nH]c(C)c3C2c2ccc(O)c(OC)c2)cc1 (centres undefined)	18µM*	12%	3%
Clc1ccccc1Cc1noc(CN2CCSCC2)n1	4%	6%	-14%

Quoted at random: 4 compounds from above
SMILES	TDP1 cell noCPT	TDP1 inh	KAT2A inh
CCN1CCN(C(=O)c2c(C)nn(-c3ccc(F)cc3)c2-n2cccc2)CC1	nt	0%	2%
C/C(=N\Nc1nc2ccccc2[nH]1)c1ccc(Cl)s1	23µM*	11%	26%
CCOC(=O)NC(=O)CSc1nnnn1-c1ccc(Cl)cc1	-8%	5%	-3%
O=c1oc2ccc(Cl)cc2cc1-c1cn2c(n1)sc1ccccc12	0%	0%	2%

The list goes on.
SMILES	TDP1 cell noCPT	TDP1 inh	KAT2A inh
Cc1csc(NC(=O)CSc2nc(C)nc3c2c(=O)n(C)c(=O)n3C)n1	21µM*	2%	-7%
CCS(=O)(=O)N1CCC2(CC1)OCCN2S(=O)(=O)c1ccc(C)cc1	-25%	6%	0%
Cc1cc(NC(=O)CCNS(=O)(=O)c2ccc3c(c2)oc(=O)n3C)ccc1Br	?	4%	-6%
COc1ccc(N2CCN(C(CNS(=O)(=O)c3ccc4c(c3)OCCO4)c3ccco3)CC2)cc1 (centres undefined)	?	3%	-19%
COc1ccccc1C(=O)C1CCCN(C(=O)c2ccc(C(C)=O)s2)C1 (centres undefined)	-4%	5%	-5%
CCOC(=O)c1c(C)[nH]c(C)c1S(=O)(=O)NC(CC)CN1CCOCC1 (centres undefined)	16%	3%	1%
COc1ccc(/C=C/C(=O)O)cc1S(=O)(=O)NCc1ccco1	10%	-7%	3%
Fc1ccc(-c2csc3ncnc(N4CCN(Cc5ccccc5)CC4)c23)cc1	15µM*	2%	1%
COc1ccc(CNC(=O)C2CCCN(S(=O)(=O)c3ccccc3)C2)cc1 (centres undefined)	-5%	2%	?
COc1ccccc1CNC(=O)C1CCN(S(=O)(=O)c2ccc3c(c2)CC(C)N3C(C)=O)CC1 (centres undefined)	5%	1%	-1%

Bioassay records deposited in PubChem by National Center for Advancing Translational Sciences (NCATS).
